CHRM4 antagonist: human M4 muscarinic receptor antagonists, primary screen, CHO cells, Fluo-8 calcium fluorescence; Muscarinic acetylcholine receptor M4 (Homo sapiens), P08173; CHO-hM4 cells, ACh EC80; inhibition, % at 3 µM; hit rate 0.73% among 360,000; AID 624125, 2012;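 active = inhibition above its plate's cutoff, the mean inhibition of sample wells plus 3 SD, cut at about 27% in these data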;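 note: 0% = acetylcholine EC80 with DMSO and 100% = DMSO without agonist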
Target sequence (P08173 whole entry, looked up): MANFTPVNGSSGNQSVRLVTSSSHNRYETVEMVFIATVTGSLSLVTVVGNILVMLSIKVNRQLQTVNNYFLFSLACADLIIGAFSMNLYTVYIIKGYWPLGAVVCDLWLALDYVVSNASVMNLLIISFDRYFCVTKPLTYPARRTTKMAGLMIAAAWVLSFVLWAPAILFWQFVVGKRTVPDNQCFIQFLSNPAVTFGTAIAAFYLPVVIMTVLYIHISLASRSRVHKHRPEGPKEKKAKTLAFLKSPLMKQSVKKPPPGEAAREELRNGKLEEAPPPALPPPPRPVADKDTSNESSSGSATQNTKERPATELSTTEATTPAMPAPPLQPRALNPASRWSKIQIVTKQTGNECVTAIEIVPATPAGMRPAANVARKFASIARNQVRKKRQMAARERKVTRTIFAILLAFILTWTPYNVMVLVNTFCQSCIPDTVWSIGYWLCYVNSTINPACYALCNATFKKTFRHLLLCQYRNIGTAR
CHO-K1 Ca ag: counter-screen for M1 agonists: effect in parental CHO-K1 cells; Fluo-8 calcium fluorescence; scaled to maximal ATP response, vehicle zero; activation, % at 3 µM; hit rate 0.48% among 360,000; in the data active = activation above about 15%;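 note: untransfected CHO-K1 host cells lacking M1 receptor as counterscreen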
CHRM4 agonist: human M4 muscarinic receptor agonists, primary screen, CHO-K1 cells, Fluo-8 calcium fluorescence; CHO-K1 hM4/Gqi5; vehicle 0%, full acetylcholine response 100%; AID 624127, 2012; Muscarinic acetylcholine receptor M4 (Homo sapiens), P08173; activation, % at 3 µM; hit rate 0.14% among 360,000;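 active = activation above the run mean over all test wells plus 3 SD, cut at about 32% in these data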;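 note: peak over basal fluorescence ratio per well then scaled between controls; 0% = DMSO wells and 100% = acetylcholine at EC100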
CHRM1 antagonist: human M1 muscarinic receptor antagonists, primary screen, CHO-K1 cells, Fluo-8 calcium fluorescence, 1536-well; Muscarinic acetylcholine receptor M1 (Homo sapiens), P11229; CHO-K1 hM1, ACh EC80 antagonist; inhibition, % at 3 µM; hit rate 1.3% among 360,000; AID 588852, 2011;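 active = percent inhibition above its own plate's cutoff, namely the mean of that plate's compound wells plus 3 SD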;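 note: peak over basal fluorescence ratio during 140 s after agonist addition; 0% = ACh EC80 plus DMSO and 100% = DMSO alone without agonist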
CHO parental Ca: ATP-evoked calcium signal inhibitors, parental CHO, primary screen, counter-screen for OX1R antagonist project, cell-based, fluorescence, Fluo-8 calcium dye | parental CHO-K1, ATP-induced calcium, Fluo-8 fluorescence | AID 463079, 2010 | inhibition, % at 5.6 µM | hit rate 0.63% among 330,000;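 active = inhibition above that plate's mean sample inhibition plus 3 SD, cut at about 26% in these data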;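 note: 0% = ATP-challenged DMSO wells and 100% = DMSO wells without ATP; some compounds past the cut are filed as inactive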
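Material – parental CHO cells · Reagent – ATP stimulus · Compound – single nominal dose of 5.6 µM per compound · Detection – Fluo-8 fluorescence · Read-out basis – percent inhibition of calcium signal · Controls – ATP-challenged DMSO wells low, unchallenged DMSO wells high · Repeats – no replicates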
CHO-K1 Ca antag: M1 antagonist counterscreen hit in parental CHO-K1 cells | hit rate 0.6% among 360,000 | AID 602250 | ATP-induced calcium, Fluo-8 fluorescence | inhibition, % at 3 µM;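 active = inhibition above a per-plate cutoff, the plate's mean sample inhibition plus 3 SD, cut at about 24% in these data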;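 note: 0% = DMSO plus EC80 ATP and 100% = DMSO alone without ATP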
OXTR potentiate: human OXTR potentiators, primary screen, fluorescence, CHO-OTR cells, Fluo-8 calcium | Oxytocin receptor (Homo sapiens), P30559 | Fluo-8 calcium fluorescence, potentiator mode; 0% = oxytocin EC15, 100% = EC100 | activation, % at 3 µM | hit rate 0.061% among 320,000 | AID 2445, 2010;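 active = activation above that plate's cutoff, the mean activation of tested compounds plus 3 SD, cut at about 6.6% in these data, passing the limit was not always enough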;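 note: 100% uses oxytocin at 75 nM as the full agonist control; some results filed as inactive read as strong as hits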
Target sequence (P30559 whole entry, looked up): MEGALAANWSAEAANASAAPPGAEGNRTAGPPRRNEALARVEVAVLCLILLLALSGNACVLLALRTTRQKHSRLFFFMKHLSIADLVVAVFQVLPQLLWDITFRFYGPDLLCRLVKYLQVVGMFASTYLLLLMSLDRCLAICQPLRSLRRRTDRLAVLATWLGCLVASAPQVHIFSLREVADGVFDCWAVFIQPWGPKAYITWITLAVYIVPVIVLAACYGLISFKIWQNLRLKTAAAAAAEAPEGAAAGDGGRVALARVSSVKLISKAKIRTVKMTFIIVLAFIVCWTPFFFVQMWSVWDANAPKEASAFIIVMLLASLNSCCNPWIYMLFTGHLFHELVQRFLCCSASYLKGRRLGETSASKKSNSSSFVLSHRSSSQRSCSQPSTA
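Measured by – Fluo-8 calcium dye fluorescence · Test system – human OTR in CHO cells · Dosing – one concentration, 3.0 µM compound · Controls – EC15 oxytocin alone as 0%, 75 nM oxytocin as 100% · Evaluation – normalized max/min fluorescence ratio, % activation · Timing – 6 min pre-incubation, 100 s read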
M1 ag: human M1 muscarinic receptor agonists, primary screen, Fluo-8 calcium fluorescence, CHO-K1 cells, HTS | Muscarinic acetylcholine receptor M1 (Homo sapiens), P11229 | CHO-K1 hM1, agonist mode; 0% DMSO, 100% acetylcholine EC100 | activation, % at 3 µM | hit rate 0.33% among 360,000 | AID 588814, 2011;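 active = activation above the run's mean compound activation plus 3 SD, cut at about 16% in these data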;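 note: peak over basal fluorescence ratio within a 140 s kinetic read after compound addition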
M1 PAM: human M1 muscarinic receptor positive allosteric modulators, primary screen, CHO-K1 cells, Fluo-8 calcium fluorescence, 1536-well; hit rate 0.088% among 360,000; CHO-K1 hM1, ACh EC20; 0% = ACh EC20, 100% = maximal ACh; activation, % at 3 µM; Muscarinic acetylcholine receptor M1 (Homo sapiens), P11229; in the data active = activation above about 19%, passing the limit was not always enough
The depositor's hits bear a star; · = not tested or not shown.

Value order: CHRM4 antagonist	CHO-K1 Ca ag	CHRM4 agonist	CHRM1 antagonist	CHO parental Ca	CHO-K1 Ca antag	OXTR potentiate	M1 ag	M1 PAM
> CC(C)(C)c1ccc(CC(=O)N2CCC2(C)C(=O)NS(=O)(=O)c2cccc(Cl)c2)cc1 (stereo not drawn)
  -4	-0.1	0	6	·	-6	·	6	17
> O=C(NCC1CCCO1)c1csc2c1CCCCC2 (stereo not drawn)
  -5	0.3	3	-15	-12	-26	-6	-3	7
> Cn1c(SCc2ccccc2[N+](=O)[O-])nnc1-c1cccnc1
  4	-0.1	1	2	1	-4	11	-4	10
> Cc1cc(N2C(=O)C3C4C=CC(C4)C3C2=O)ccc1NC(=O)c1cccs1 (stereo not drawn)
  3	-1.1	0	-7	-6	47*	-5	-7	3
> COc1ccc(C(C)(C)C)cc1NC(=O)COC(=O)c1cnc(C)cn1
  -2	0.2	0	-27	-27	-22	-13	0	8
> O=C(NC(=S)NCCCN1CCOCC1)c1ccc([N+](=O)[O-])cc1
  -2	0.6	1	2	-7	-9	-9	-10	5
> COc1cc(CNCc2ccc(OC)c(OC)c2OC)cc(OC)c1
  4	6.1	9	11	-15	7	-8	-2	-4
> CCn1ccc(C(=O)NCc2ccc3c(c2)OCO3)n1
  9	0.5	0	11	-2	1	-2	-2	-5
> CC(=O)N1c2ccc(S(=O)(=O)N(C)c3cc(C)ccc3C)cc2CC1C (stereo not drawn)
  2	11	5	5	-12	0	-15	-6	-1
> O=C(c1ccc(F)cc1)C1CCN(Cc2ccccc2)CC1
  13	16*	0	14	·	7	·	-5	-8
> CCNc1nc(-c2ccc(OC(F)F)cc2)c(C)s1
  4	-0.4	0	4	-1	-16	0	-5	-2
> Cc1ccc(NC(=O)CCN2C(=O)NC3(CCCC3)C2=O)c(C)c1
  1	0.5	1	2	-14	-17	-4	-5	4
> Cc1cc(NC(=O)c2cc(F)c(F)cc2Cl)no1
  -6	1.5	1	6	-4	-8	-7	-5	-1
> COc1ccc(C)cc1NC(=O)CN1CCN(S(=O)(=O)c2ccc(Br)cc2)CC1
  13	0.1	1	-33	-29	-3	-1	-1	0
> CCCOC(=O)c1ccc(Oc2c(-c3ccc(OCC)cc3O)n[nH]c2C)cc1
  -7	4.3	1	-11	-28	-8	-4	-5	1
> CC1(C)CC(=O)c2sc(NS(=O)(=O)Cc3ccccc3)nc2C1
  1	0.4	2	1	-9	-9	-3	-2	-3
> Cc1onc(-c2ccccc2Cl)c1C(=O)Nc1c(C)n(C)n(-c2ccccc2)c1=O
  3	0.3	1	-6	-7	-15	-5	-5	-11
> O=[N+]([O-])c1ccc(Sc2ncccn2)c([N+](=O)[O-])c1
  11	0.5	0	-15	-3	-9	-8	-6	7
> CCn1c(O)c(/C=N/N=C2CCCCC2)c2cc(C3=NNC(=O)CC3)ccc21
  4	0.6	1	17	-11	-10	-8	-2	-6
> O=C(NCCCN1CCOCC1)c1cc2ccccc2o1
  6	0.7	1	-24	-6	-16	-4	-5	1

Next part:
Value order: CHRM4 antagonist	CHO-K1 Ca ag	CHRM4 agonist	CHRM1 antagonist	CHO parental Ca	CHO-K1 Ca antag	OXTR potentiate	M1 ag	M1 PAM
> COc1cc(C(=O)CSc2nccn2C)cc(OC)c1OC
  -1	0.7	2	-13	-4	-6	-7	-4	10
> Cn1cc(S(=O)(=O)N2CCC3(CC2)OCCO3)c(=O)n(C)c1=O
  -17	-0.1	0	-5	-6	-6	1	-2	2
> COc1ccccc1NC(=O)CN1CCN(c2ccc(F)cc2)CC1
  -2	1.5	3	-17	·	-6	·	-2	3
> CCOc1ccc(CSCCNC(=S)Nc2ccc(OC)cc2)cc1
  -5	0.6	2	1	-36	-1	-16	-6	-3
> O=S(=O)(Nc1ccc(-c2nc3cccnc3s2)cc1)c1ccc(Cl)s1
  -6	5.7	17	9	-20	2	-2	1	-9
> Cc1cccc(N2CC(C(=O)Nc3nc4ccc(S(C)(=O)=O)cc4s3)CC2=O)c1C (stereo not drawn)
  0	0.4	2	11	-18	-7	0	-5	-3
> CC(Oc1cccc(Br)c1)C(=O)NNC(=O)CCNC(=O)c1ccccc1Cl (stereo not drawn)
  -3	0.3	3	-8	-9	-14	-6	-3	7
> N#Cc1cccnc1N1CCN(C(=O)c2cccc3c2C(=O)c2ccc(-c4ccc(Cl)c(C(F)(F)F)c4)cc2S3(=O)=O)CC1
  -4	-0.1	2	3	-23	-1	0	-4	1
> COC(c1ccccc1)c1nnc(CCC(=O)N2CCN(C3CCCC3)CC2)o1 (stereo not drawn)
  -6	0.2	0	-1	-4	2	-11	-2	6
> CCOc1ccccc1NC(=O)NC(=O)N(C)S(C)(=O)=O
  -9	2.1	2	-24	-13	-5	3	0	22
> CC1CCCN(CC(=O)Nc2cc(Cl)ccc2Oc2ccccc2)C1 (stereo not drawn)
  16	-0.9	-1	13	-2	-3	-8	-6	-11
> CC(=O)Oc1ccc(N(C(C)=O)S(=O)(=O)c2cc([N+](=O)[O-])ccc2C)cc1
  0	0.5	0	2	-12	7	2	-5	-3
> N#Cc1c(/N=C\c2ccc(O)c([N+](=O)[O-])c2)sc2c1CCCC2
  6	0.8	3	-6	-3	-8	-4	-8	8
> NC(=O)COc1ccccc1C(=O)NC12CC3CC(CC(C3)C1)C2
  5	0.5	1	-11	-1	4	-9	-2	10
> Cc1cccc(C)c1NC(=O)CN1CCN(C(=O)CCC(=O)N2CCC(c3ccccc3)=N2)CC1
  -9	1.0	2	-8	·	-5	·	-3	2
> CCOc1ccc(C(=O)NC2CCN(C(=O)NCc3ccccc3)CC2)cc1
  1	0.3	0	-16	-16	-8	-8	-3	11
> O=c1nc2n(CCO)c3ccccc3cc-2c(=O)[nH]1
  -9	0.8	0	-4	·	-13	·	-4	6
> CC(C)C(c1nnnn1Cc1ccc(F)cc1)N1CCN(C2CCCCC2)CC1 (stereo not drawn)
  1	0.7	2	-7	-20	-35	-11	-5	-2
> O=C1CCCN2N=C(SCC(=O)Nc3cccc(C(F)(F)F)c3)SC2=N1
  12	15	14	27*	37*	26*	-10	-3	-12
> O=C(/C=C/c1ccccc1)CCN1CCOCC1
  -2	0.3	1	-18	·	-16	·	0	6

Going on with the list:
Value order: CHRM4 antagonist	CHO-K1 Ca ag	CHRM4 agonist	CHRM1 antagonist	CHO parental Ca	CHO-K1 Ca antag	OXTR potentiate	M1 ag	M1 PAM
> C/C(=N\NC(=O)c1cccc(C)c1)c1ccc(N2CCOCC2)cc1
  -20	0.1	3	-25	-9	-11	-5	0	12
> CCC(=O)N(c1nnc(SCC(=O)NN2C(=O)NC3(CCC(C)CC3)C2=O)s1)C1CC1 (stereo not drawn)
  0	0.2	1	-1	-11	-11	-6	-3	8
> O=C(c1cccc(S(=O)(=O)N2CCOCC2)c1)N(CCO)Cc1ccccc1
  9	0.0	1	-18	-5	-9	-4	-4	7
> CC(=O)Nc1ccc(C2=CC(=O)C[C@H](c3ccc(Cl)cc3)C2)cc1
  4	3.7	15	-9	-11	-14	-5	-3	7
> O=C1Nc2cc(C(=O)N3CCc4ccccc4C3)ccc2S/C1=C\c1ccccc1
  8	0.0	0	5	-27	-9	-3	-6	4
> Cc1cccc(NS(=O)(=O)c2cc(C(=O)OCC(=O)Nc3cc(C)on3)ccc2C)c1
  -14	1.7	7	-7	-2	1	-14	-2	3
> CC1(C(=O)NS(=O)(=O)c2cccc(C#N)c2)CCN1C(=O)C1CCCCC1 (stereo not drawn)
  -1	0.1	1	-10	·	1	·	-2	8
> O=C(CC(NS(=O)(=O)c1ccc(Cl)cc1)c1ccco1)NCc1cccnc1 (stereo not drawn)
  -1	0.1	1	-1	7	3	-8	-5	3
> Cc1ccc(SC[C@H](c2ccccc2)N2CCN(CCc3ccccc3)CCC2=O)cc1
  -6	-0.3	6	7	-17	5	-17	-9	-3
> COCCn1c(=NC(=O)/C=C/c2ccccc2)sc2cc(NC(C)=O)ccc21
  -3	0.6	2	6	-7	2	-2	3	10
> O=c1c2cccc3c2c(nn1-c1ccccc1)-c1ccccc1-3
  0	0.0	1	-8	-4	-16	-8	0	5
> Cc1cccc(Nc2nnc(SCC(=O)NC3CCCc4ccccc43)s2)c1C (stereo not drawn)
  -6	2.2	5	-1	-33	-2	-7	-5	1
> O=C(COC(=O)Cc1ccc(S(=O)(=O)N2CCCCC2)s1)Nc1ccc2c(c1)OCO2
  -4	1.4	2	0	0	-6	-4	-4	4
> NC(=O)[C@H](Cc1cc2ccccc2s1)NC(=O)[C@@H]1CC2(CC(c3cccc(NC(=O)[C@@H]4CCC(=O)N4)c3)=NO2)CN1C(=O)c1ccccc1 (stereo partly drawn)
  -3	0.4	2	-1	5	-12	-8	-9	4
> Cn1nc(C(F)(F)F)c(C#N)c1N1CCN(c2ccccn2)CC1
  5	2.3	4	-8	-10	-15	-4	-13	13
> COC(=O)c1ccc(N2C(=O)C3CC=CC(C)C3C2=O)cc1 (stereo not drawn)
  3	-0.1	0	-6	-8	7	-5	-8	9
> O=C(NCc1ccccc1)c1nc(-c2cccs2)no1
  3	1.8	0	-4	-2	8	-16	-8	-2
> CCn1c2ccccc2c2cc(NC(=O)c3cc(C)on3)ccc21
  -17	-0.2	1	-2	-2	-8	-7	-6	2
> Cc1ccc(S(=O)(=O)N(C)C)cc1NC(=O)CSc1nncs1
  2	0.7	3	-6	-14	10	-5	-1	10
> COC(=O)Cc1[nH]n(-c2nc3ccccc3s2)c(=O)c1C(C)=Nc1ccc(C)cc1
  1	0.3	1	5	-3	-6	-1	-6	1

(next part)
Value order: CHRM4 antagonist	CHO-K1 Ca ag	CHRM4 agonist	CHRM1 antagonist	CHO parental Ca	CHO-K1 Ca antag	OXTR potentiate	M1 ag	M1 PAM
> CC(C)CN1C(=O)c2ccc(C(=O)Nc3ccccn3)cc2C1=O
  -1	0.4	1	-3	2	10	0	-1	6
> CN(Cc1ccccc1F)C(=O)CN1C(=O)NC2(CCc3ccccc32)C1=O (stereo not drawn)
  5	0.3	1	-2	·	3	·	-5	2
> O=C(CCN1C(=O)c2ccccc2C1=O)Nc1ccncc1
  -6	1.1	1	-27	4	-6	-7	0	2
> COc1ccc(OCCCC(=O)N2CCN(S(=O)(=O)c3cccc(F)c3)CC2)cc1
  10	3.8	5	6	-3	3	-9	-3	16
> Cc1ccc(NC2CCCN(C(=O)CCc3cn[nH]c3)C2)cc1C (stereo not drawn)
  7	0.0	·	4	-10	14	2	-2	6
> C#Cc1ccc([C@H]2C=C(C(=O)OCC=C)O[C@@H](OCCCCO)C2)cc1
  -11	-0.8	-1	-8	-11	2	-10	1	15

Assay outcomes deposited in PubChem BioAssay by The Scripps Research Institute Molecular Screening Center.
